High-throughput results from PubChem.
Rac1 mut GTP – alters GTP binding to activated mutant human Rac1; GST-Rac1 activated beads, fluorescent GTP binding, flow cytometry; actives lie on both sides; 100% means binding = to untreated wells; percent activity (GTP binding), % at 10 µM; 0.11% of 190,000 active; AID 764;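 active means GTP binding at least 20 percentage points away from the 100% baseline, in either direction, so actives lie on both sides; inconclusive means Compound likely fluorescent itself, or too few beads counted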
Rab2 wt GTP – changes GTP binding to wildtype dog Rab2A, up or down; GST-Rab2 wt beads, Bodipy-GTP binding, flow cytometry; GTP binding activity, % at 10 µM; 0.19% of 190,000 active; AID 760;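 active means GTP binding activity at least 20 points away from 100%, either lowered or raised; inconclusive means signal likely due to the compound's own green fluorescence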;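 further: 0% = beads with excess unlabeled GTP and 100% = no-compound control corrected for plate trend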
Cdc42 wt – changes GTP binding to wildtype human Cdc42; P60953; GST-Cdc42 beads, Bodipy-GTP binding, flow cytometry; actives lie on both sides; percent activity (GTP binding), % at 10 µM; 0.2% of 190,000 active;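 active means percent activity GTP binding at least 20 points away from the 100% baseline, either down as inhibitor or up as activator; inconclusive means compound flagged as likely green fluorescent from well-wide comparison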;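 further: median bead fluorescence of bound Bodipy-FL-GTP at 100 nM; 0% = excess unlabeled GTP control and 100% = no compound control; below 100% means less GTP binding so inhibitor and above means activator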
Target sequence (P60953 whole entry, looked up): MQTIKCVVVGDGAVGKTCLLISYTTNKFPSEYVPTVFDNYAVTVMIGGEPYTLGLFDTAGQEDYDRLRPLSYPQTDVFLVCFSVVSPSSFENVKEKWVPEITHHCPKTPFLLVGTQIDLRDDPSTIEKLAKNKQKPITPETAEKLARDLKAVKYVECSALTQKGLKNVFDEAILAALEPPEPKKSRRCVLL
Bfl-1 Bim block – disrupts Bim binding to human Bfl-1 | Bead-based flow cytometry, Bim-Bfl-1 binding inhibition | inhibition, % at 10 µM | 0.12% of 190,000 active | Q16548;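 further: 0% = wells without compound plus tracer and 100% = blocker peptide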
Bim-Bcl-W – inhibitors of Bim-Bcl-W interaction, human | Q92843 | bead-based flow cytometry, Bim peptide-Bcl-W binding | inhibition, % at 10 µM | 0.02% of 190,000 active | AID 952;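 further: 0% = bound tracer without compound and 100% = peptide blocker; higher means less fluorescent Bim peptide bound to Bcl-W beads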
Target sequence (Q92843 whole entry, looked up): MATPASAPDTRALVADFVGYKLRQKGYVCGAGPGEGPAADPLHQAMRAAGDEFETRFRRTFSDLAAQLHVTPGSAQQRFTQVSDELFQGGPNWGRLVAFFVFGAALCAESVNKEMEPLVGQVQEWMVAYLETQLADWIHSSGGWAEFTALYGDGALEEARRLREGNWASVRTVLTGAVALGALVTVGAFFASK
HRas wt GTP – human HRas wildtype GTP binding, change in either direction | P01112 | GST-Ras wt beads, Bodipy-FL-GTP binding, flow cytometry; actives lie on both sides | GTP binding activity, % at 10 µM | 0.14% of 190,000 active | AID 759;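 active means GTP binding activity at least 20% away from the 100% baseline, either lowered as inhibitor or raised as activator; inconclusive means flagged as likely green fluorescent, judged across all proteins in the well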;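 further: 0% = unlabeled GTP competition control and 100% = no-compound control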
Target sequence (P01112 whole entry, looked up): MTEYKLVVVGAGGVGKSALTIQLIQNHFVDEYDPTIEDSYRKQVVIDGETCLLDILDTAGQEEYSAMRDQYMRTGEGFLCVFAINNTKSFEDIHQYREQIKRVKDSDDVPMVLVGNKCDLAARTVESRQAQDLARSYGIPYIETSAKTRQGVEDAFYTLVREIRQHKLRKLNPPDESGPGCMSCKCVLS
Rab7 wt modul – alters GTP binding to wildtype dog Rab7; GST-Rab7 beads, fluorescent GTP binding, flow cytometry; actives lie on both sides; untreated = 100%, excess cold GTP = 0%; GTP binding activity (percent of control), % at 10 µM; 0.055% of 190,000 active;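 active means fluorescent GTP binding to Rab7 beads changed by at least 20 points from the 100% baseline, either direction, mostly lower; inconclusive means compound itself probably fluorescent, or too few beads counted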;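 further: median green fluorescence of bound Bodipy-FL-GTP per Rab7 bead population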
Bcl-2 Bim block – inhibitors of Bim-Bcl-2 interaction, human; P10415; Bead-based flow cytometry, Bim peptide-Bcl-2 binding; inhibition, % at 10 µM; 0.06% of 190,000 active; in the data active means inhibition above about 40%; inconclusive means no clear call, values can overlap the other calls;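 further: 0% = no compound wells with probe peptide and 100% = reference peptide inhibitor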
Bcl-B Bim block – inhibitors of Bim-Bcl-B interaction, human. Q9HD36. bead-based flow cytometry, Bim peptide-Bcl-B binding. inhibition, % at 10 µM. 0.073% of 190,000 active. AID 951;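 further: 0% = tracer peptide without compound and 100% = reference inhibitor peptide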
Target sequence (Q9HD36 whole entry, looked up): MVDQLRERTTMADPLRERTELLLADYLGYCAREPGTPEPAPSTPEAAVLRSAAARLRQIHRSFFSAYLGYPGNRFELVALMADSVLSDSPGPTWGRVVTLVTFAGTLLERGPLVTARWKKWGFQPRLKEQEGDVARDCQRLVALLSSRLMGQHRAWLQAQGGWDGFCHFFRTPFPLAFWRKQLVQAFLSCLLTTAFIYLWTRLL
Rac1 wt modul – modulators of human Rac1 wildtype GTP binding. GST-Rac1 beads, fluorescent GTP binding, flow cytometry; actives lie on both sides; 0 = cold GTP competed, 100 = untreated. GTP binding activity (% of control), % at 10 µM. 0.27% of 190,000 active. AID 757;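 active means GTP binding activity at least 20 points away from the 100% control level, either lower or higher; inconclusive means compound flagged as likely green fluorescent, judged across all proteins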
Bcl-XL Bim block – inhibitors of Bim-Bcl-XL interaction, human. AID 1007. Bim peptide-Bcl-XL binding, bead flow cytometry, fluorescence. 0.04% of 190,000 active. inhibition, % at 10 µM. Q07817
Target sequence (Q07817 whole entry, looked up): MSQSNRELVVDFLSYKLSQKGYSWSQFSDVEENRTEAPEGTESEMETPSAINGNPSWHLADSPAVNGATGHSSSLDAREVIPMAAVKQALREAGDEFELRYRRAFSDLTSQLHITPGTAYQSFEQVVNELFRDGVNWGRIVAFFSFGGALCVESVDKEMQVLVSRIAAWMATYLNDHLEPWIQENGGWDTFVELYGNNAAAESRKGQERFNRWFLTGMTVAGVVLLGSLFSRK
Starred values were filed as active, the others as inactive; ? = inconclusive. Unless noted, no stated cut-off is given here; in the data, active means inhibition above about 40%.

nr | SMILES | Bcl-2 Bim block | Rab2 wt GTP | Rac1 wt modul | Rac1 mut GTP | Rab7 wt modul | Bcl-B Bim block | Cdc42 wt | Bfl-1 Bim block | Bcl-XL Bim block | Bim-Bcl-W | HRas wt GTP
1 | Cc1nc(-c2nc(-c3c(C(=O)NN)noc3C)cs2)cs1 | 2 | 92 | 94 | 91 | 92 | 3 | 92 | 3 | 3 | 1 | 89
2 | COCCCn1cc(C(=O)c2cc(Br)ccc2O)cc(C#N)c1=O | -1 | 98 | 103 | 98 | 99 | 0 | 99 | 0 | -1 | 2 | 98
3 | Cc1ccc(CNC(=O)Cc2ccc(-n3cccc3)cc2)cc1 | 0 | 97 | 102 | 99 | 98 | -4 | 101 | 0 | -3 | 0 | 99
4 | Cc1cccc(NCc2nc3ccccc3n2C)c1 | -9 | 98 | 100 | 98 | 102 | -4 | 98 | -15 | -2 | -1 | 100
5 | CC(C)n1c(-c2ccccc2)nc(=S)c2c1CCCC2 | 0 | 98 | 104 | 99 | 99 | -2 | 100 | -2 | -4 | -2 | 99
6 | Cc1ccc2nc(COc3ccc(N(C)S(=O)(=O)c4ccccc4)cc3)cc(=O)n2c1 | -3 | 98 | 98 | 95 | 103 | 0 | 93 | -3 | -4 | -2 | 97
7 | CCOc1nc(C)nc(NC(=O)NS(=O)(=O)c2ccccc2Cl)n1 | -6 | 98 | 103 | 99 | 99 | -4 | 104 | -3 | 1 | 0 | 104
8 | N#CCc1nn(-c2ccccc2)c(N)c1C#N | 1 | ? | ? | ? | ? | -1 | ? | -1 | 1 | 0 | ?
9 | COc1ccccc1-c1nnc(SCC(=O)Nc2ccccc2)o1 | -2 | 100 | 99 | 98 | 101 | -1 | 101 | -1 | -2 | -1 | 101
10 | CCOC(=O)C(=CNc1cc(C)ccn1)C(=O)OCC | -5 | 99 | 107 | 101 | 101 | -5 | 105 | -15 | -6 | -5 | 102
11 | O=C(NC1CCCC1)c1csc2c1CCCC2 | -4 | 102 | 102 | 99 | 103 | -6 | 102 | -8 | 0 | 2 | 104
12 | COc1ccc(C(=O)OCC2CC(c3ccccc3)=NO2)cc1OC (stereo not given) | -1 | 97 | 98 | 91 | 99 | -2 | 96 | -5 | -2 | 0 | 97
13 | O=C(NCC(c1cccnc1)N1CCN(c2ccc(F)cc2)CC1)OCc1ccccc1 (stereo not given) | -5 | 104 | 97 | 97 | 101 | 0 | 100 | 2 | -3 | -4 | 102
14 | CCN(CC)CCn1c(O)c(N=O)c2ccccc21 | -1 | 100 | 96 | 96 | 95 | -2 | 99 | -5 | -6 | -3 | 97
15 | CCOC(=O)c1c(C)[nH]c(C)c1C(=O)CSc1nc2ccccc2c(=O)n1-c1ccc(C)cc1 | -3 | 98 | 103 | 99 | 100 | -9 | 101 | -1 | -4 | -4 | 100
16 | COc1ccc(NC(=S)N(CCc2c(C)[nH]c3ccc(C)cc23)Cc2cccnc2)cc1 | 0 | 100 | 103 | 98 | 97 | 1 | 99 | 0 | -5 | 0 | 99
17 | O=C(CSc1nnnn1-c1cccc2c1CCCC2)N1CCCCC1 | -12 | 89 | 94 | 88 | 91 | -9 | 91 | -2 | -5 | -10 | 88
18 | CSC1=NC(C)(C)C=C(/C=C/c2ccc(Cl)cc2)N1 | 5 | 100 | 107 | 98 | 99 | 1 | 100 | 0 | 0 | -3 | 98
19 | CCOc1ccccc1OCCOCCOc1c(Cl)cccc1Cl | -9 | 98 | 103 | 99 | 97 | -7 | 99 | -6 | -5 | -6 | 101
20 | Cc1cccc(NC(=O)Nc2cccc(Oc3c(F)c(F)c(F)c(F)c3F)c2)c1 | -6 | 87 | 100 | 95 | 95 | -10 | 89 | -15 | -4 | 2 | 91
21 | Cc1cc(Oc2ccc(Cl)cc2)nc(-c2ccccc2O)n1 | -7 | 103 | 107 | 100 | 103 | -2 | 102 | -3 | 3 | -3 | 103
22 | O=C(NC1CCCCC1)C(=S)NCCc1ccccc1 | -9 | 95 | 99 | 96 | 101 | -96 | 95 | 9 | -17 | -13 | 96
23 | CCOCCCNC(=O)c1ccc2c(=O)n(Cc3ccc(OC)cc3)c(=O)[nH]c2c1 | -1 | 97 | 99 | 93 | 105 | -3 | 96 | -4 | -2 | -5 | 98
24 | CN(C)CC(C)(C)CNS(=O)(=O)c1ccc(Cl)cc1 | -3 | 97 | 98 | 95 | 100 | -4 | 97 | -2 | -3 | -5 | 93
25 | CCOC(=O)C(CCCOc1ccc(C(C)CC)cc1)C(=O)OCC (stereo not given) | -3 | 103 | 102 | 98 | 99 | 1 | 101 | 1 | 0 | 1 | 100
26 | CN(C(=O)CSc1nnc(-c2ccccc2)c(-c2ccccc2)n1)C1CCS(=O)(=O)C1 (stereo not given) | -6 | 101 | 101 | 101 | 101 | -5 | 98 | -11 | -5 | -2 | 102
27 | Cc1ccc(C(=O)NC(=S)Nc2ccc(S(=O)(=O)N3CCN(C)CC3)cc2)cc1 | 10 | 95 | 94 | 96 | 93 | 7 | 95 | 7 | -3 | -3 | 95
28 | C=CCn1c(=O)c2c(nc(Br)n2Cc2ccccc2Cl)n(C)c1=O | -3 | 100 | 103 | 99 | 98 | -1 | 102 | -3 | -2 | 0 | 101
29 | O=C(CN(CC1CCCO1)S(=O)(=O)c1ccc(S(=O)(=O)NC2CC2)cc1)Nc1ccccc1 (stereo not given) | -4 | 97 | 103 | 98 | 94 | -6 | 97 | -5 | -9 | -4 | 98
30 | CN(C)CCCNC1=CC(=O)CC(c2ccccc2)C1 (stereo not given) | -1 | 93 | 95 | 94 | 91 | -1 | 93 | 1 | -2 | 0 | 91

10 entries from above, screen by screen:
#5 CC(C)n1c(-c2ccccc2)nc(=S)c2c1CCCC2
#6 Cc1ccc2nc(COc3ccc(N(C)S(=O)(=O)c4ccccc4)cc3)cc(=O)n2c1
#7 CCOc1nc(C)nc(NC(=O)NS(=O)(=O)c2ccccc2Cl)n1
#8 N#CCc1nn(-c2ccccc2)c(N)c1C#N
#9 COc1ccccc1-c1nnc(SCC(=O)Nc2ccccc2)o1
#10 CCOC(=O)C(=CNc1cc(C)ccn1)C(=O)OCC
#11 O=C(NC1CCCC1)c1csc2c1CCCC2
#12 COc1ccc(C(=O)OCC2CC(c3ccccc3)=NO2)cc1OC (stereo not given)
#13 O=C(NCC(c1cccnc1)N1CCN(c2ccc(F)cc2)CC1)OCc1ccccc1 (stereo not given)
#14 CCN(CC)CCn1c(O)c(N=O)c2ccccc21
compound no. | 5 | 6 | 7 | 8 | 9 | 10 | 11 | 12 | 13 | 14
Bcl-2 Bim block | 0 | -3 | -6 | 1 | -2 | -5 | -4 | -1 | -5 | -1
Rab2 wt GTP | 98 | 98 | 98 | ? | 100 | 99 | 102 | 97 | 104 | 100
Rac1 wt modul | 104 | 98 | 103 | ? | 99 | 107 | 102 | 98 | 97 | 96
Rac1 mut GTP | 99 | 95 | 99 | ? | 98 | 101 | 99 | 91 | 97 | 96
Rab7 wt modul | 99 | 103 | 99 | ? | 101 | 101 | 103 | 99 | 101 | 95
Bcl-B Bim block | -2 | 0 | -4 | -1 | -1 | -5 | -6 | -2 | 0 | -2
Cdc42 wt | 100 | 93 | 104 | ? | 101 | 105 | 102 | 96 | 100 | 99
Bfl-1 Bim block | -2 | -3 | -3 | -1 | -1 | -15 | -8 | -5 | 2 | -5
Bcl-XL Bim block | -4 | -4 | 1 | 1 | -2 | -6 | 0 | -2 | -3 | -6
Bim-Bcl-W | -2 | -2 | 0 | 0 | -1 | -5 | 2 | 0 | -4 | -3
HRas wt GTP | 99 | 97 | 104 | ? | 101 | 102 | 104 | 97 | 102 | 97

Later entries.
nr | SMILES | Bcl-2 Bim block | Rab2 wt GTP | Rac1 wt modul | Rac1 mut GTP | Rab7 wt modul | Bcl-B Bim block | Cdc42 wt | Bfl-1 Bim block | Bcl-XL Bim block | Bim-Bcl-W | HRas wt GTP
31 | CCN(CC)S(=O)(=O)c1cccc(NC2=NCC(C)S2)c1 (stereo not given) | -3 | 98 | 100 | 98 | 97 | -6 | 97 | -7 | 0 | -2 | 100
32 | O=C(C(c1ccccc1)c1ccccc1)N1CCCc2ccccc21 | -9 | 99 | 102 | 96 | 100 | -6 | 98 | -5 | -6 | -5 | 97
33 | O=C1CN(c2ccc(Br)cc2)C(=O)N1CC(=O)N1CCCc2ccccc21 | -10 | 101 | 100 | 100 | 101 | -4 | 100 | -9 | -3 | 2 | 98
34 | CC1Cc2cc(/C(O)=C3/C(=O)C(=O)N(CCN4CCOCC4)C3c3cccc(Cl)c3)ccc2O1 (stereo not given) | -4 | 102 | 97 | 94 | 109 | 0 | 100 | -4 | -2 | 0 | 102
35 | O=C(O)c1sccc1Oc1ccc(F)cc1[N+](=O)[O-] | -2 | 100 | 107 | 100 | 100 | -6 | 102 | -12 | -2 | 3 | 101
36 | Cc1cc(=O)n2cc(-c3ccccc3)nc2[nH]1 | -8 | 105 | 106 | 101 | 105 | -7 | 105 | -8 | -12 | 2 | 102
37 | COc1ccc(-n2ncc3c(NCc4ccc5c(c4)OCO5)ncnc32)cc1 | -3 | 96 | 102 | 97 | 98 | -3 | 98 | -3 | 0 | -1 | 97
38 | CCCCCNC1=CC(=O)CC(c2ccccc2)C1 (stereo not given) | -2 | 99 | 97 | 98 | 102 | 0 | 100 | 0 | -2 | 0 | 100
39 | CC(=O)c1ccc(N2CCN(CC(=O)Nc3cc(C)on3)CC2)cc1 | 1 | 97 | 93 | 94 | 106 | -1 | 93 | -4 | -2 | 0 | 96
40 | C/C(=N\NC(=O)CCc1c[nH]c2ccccc12)c1ccc([N+](=O)[O-])cc1 | -5 | 101 | 101 | 99 | 101 | -5 | 99 | -8 | -4 | -4 | 102
41 | CCOC(=O)c1ccc(NC(=O)CCc2c(C)nc3ncnn3c2C)cc1 | -5 | 99 | 104 | 101 | 102 | -6 | 104 | 0 | -2 | 0 | 100
42 | CCCc1nnc(NC(=O)CN2C(=O)C3C4C=CC(C4)C3C2=O)s1 (stereo not given) | -6 | 101 | 111 | 100 | 103 | -7 | 104 | -10 | 1 | -2 | 103
43 | CCOc1ccc(OCC)c(NC(=O)CSCCc2ccccn2)c1 | -1 | 95 | 98 | 98 | 95 | -3 | 98 | -4 | -3 | 0 | 97
44 | CNC(=O)c1cc2c(s1)CCCCCC2 | -19 | 98 | 103 | 95 | 100 | -7 | 100 | -15 | -7 | -1 | 99
45 | CC(=O)CCc1ccc(OCC(O)CNC2CCCc3ccccc32)cc1 (stereo not given) | -1 | 100 | 102 | 98 | 102 | -5 | 100 | -1 | -5 | -4 | 101
46 | Cc1ccc(OCc2nc(-c3cccnc3)no2)cc1C | -5 | 98 | 100 | 96 | 104 | -4 | 99 | -10 | -2 | 0 | 97
